# Screens: PubChem BioAssay, National Center for Advancing Translational Sciences (NCATS)
# Tb PFK inh = qHTS Assay to Find Inhibitors of T. brucei phosphofructokinase | AID 485367, 2010 | ATP-dependent 6-phosphofructokinase (Trypanosoma brucei brucei), O15648 | Potency, µM (titrated, usually from 57.5 µM), for the others: top-dose activity, negative = inhibition, most hits filed as inhibitors | T. brucei PFK, ADP-Glo luminescence | hit rate 0.17% among 330,000;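 further: potency means the concentration at half of the fitted maximal effect; 0% = uninhibited 1x PFK enzyme wells and -100% = no-enzyme wells; nearly all actives have a fitted effect of over 60% in size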
#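 Luminescent ADP detection (ADP-Glo, two-step: ATP depletion then ADP-to-ATP conversion for luciferase) reported PFK activity after 45 min room-temperature reaction of 1.25 nM enzyme with 0.5 mM F6P and 0.1 mM ATP at pH 8.0.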
# GALK inh = qHTS Assay for Inhibitors of Human Galactokinase (GALK); P51570; Purified GALK, Kinase-Glo residual ATP luminescence; Potency, µM (highest dose often 57.5 µM), for the others: at the highest dose activity change, negative = inhibition, actives largely listed as inhibitors; hit rate 0.007% among 270,000; further: potency means the concentration at half of the fitted maximal effect; on the % scale 0 is the no-effect control and ±100 the full control effect
# Target sequence (P51570 whole entry, looked up): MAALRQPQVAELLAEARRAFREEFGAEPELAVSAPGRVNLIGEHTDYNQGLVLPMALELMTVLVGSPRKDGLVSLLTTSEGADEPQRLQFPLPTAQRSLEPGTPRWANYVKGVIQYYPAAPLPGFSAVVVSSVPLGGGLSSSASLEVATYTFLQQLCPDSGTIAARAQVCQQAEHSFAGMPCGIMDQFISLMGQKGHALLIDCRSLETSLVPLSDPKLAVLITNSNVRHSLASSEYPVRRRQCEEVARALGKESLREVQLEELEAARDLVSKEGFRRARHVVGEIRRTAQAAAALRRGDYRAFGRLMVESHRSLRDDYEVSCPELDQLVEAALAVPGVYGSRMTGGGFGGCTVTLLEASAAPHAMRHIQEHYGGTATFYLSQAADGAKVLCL
#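 Luminescence from leftover ATP (Ultra-Glo luciferase/luciferin) served as read-out after a 1 h room-temperature reaction of 5 nM GALK with 35 uM ATP and 100 uM galactose.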
# ASM inhibitor = Inhibitors of Secretory Acid Sphingomyelinase (S-ASM): qHTS; Sphingomyelin phosphodiesterase (Homo sapiens), P17405; placental ASM, HMU-PC fluorogenic substrate, 60 min; hit rate 0.006% among 340,000; Potency, µM (doses to about 57.5 µM), for the others: at the top dose activity change, negative = inhibition, usual class: inhibitors; further: potency means the concentration at half of the fitted maximal effect
#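 Fluorescence read-out (Ex 386 nm, Em 447 nm) after stopping the reaction at pH 10. Enzyme: ASM from human placenta; substrate HMU-PC0, 9 uM final; 60 min, 37 °C. Compound preincubation 10 min, ambient temperature.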
# Menin-MLL TR inh = qHTS Assay for Inhibitors Targeting the Menin-MLL Interaction in MLL Related Leukemias: Competition With Texas Red Labeled MLL-derived Mutant Peptide; Menin + Texas Red MLL mutant peptide, fluorescence polarization; hit rate 0.23% among 270,000; O00255; Potency, µM (titrated, usually from 61.6 µM), for the others: at the top dose FP activity change, negative = inhibition, actives largely listed as inhibitors; active means well fitted inhibition curve with a large enough effect in the polarisation, with a control signal flat, not every such curve was filed as active; inconclusive means small, poorly fitted or top-dose-only effect, or effect the other way, or a change in a side signal; inactive means no such curve, though single readings can be large or run the other way; the % refers to the polarisation; further: potency means the concentration at half of the fitted maximal effect; % of control where 0% means no effect; many of its hits are not listed in these tables
# PKM2 activator = qHTS Assay for Activators of Human Muscle isoform 2 Pyruvate Kinase; Pyruvate kinase PKM (Homo sapiens), P14618; purified PKM2, Kinase-Glo ATP luminescence, activation; response scale: 0% is enzyme alone, no compound; Potency, µM (doses to about 57.5 µM), inactives show at the highest dose activation, hits mostly activators; hit rate 0.34% among 260,000; AID 1631, 2009; further: potency means the concentration at half of the fitted maximal effect; on the % scale 0 is the no-effect control and ±100 the full control effect; nearly all actives have a fitted effect of over 55% in size
#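 hPK-M2, >95% pure; 0.1 mM ADP / 0.5 mM PEP final; imidazole pH7.2 buffer w/ 7 mM MgCl2, 50 mM KCl; 1 h RT; Kinase-Glo lum. Intermediate enzyme activity for dual inhibitor/activator qHTS.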
# B2AR arrestin = qHTS assay of beta-arrestin-biased ligands of beta2-adrenergic receptor; beta-arrestin recruitment to beta2AR, cell-based reporter; hit rate 0.02% among 330,000; Potency, µM (top dose mostly 46.1 µM), without a hit: top-dose activation, actives largely listed as activators; Beta-2 adrenergic receptor (Homo sapiens), P07550;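 further: potency means the concentration at half of the fitted maximal effect; 0% = DMSO controls and full agonism = EC100 isoproterenol or metaproterenol; nearly all actives have a fitted effect of over 65% in size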
# TSG101-PTAP inh = qHTS Assay for Iinhibitors of HIV-1 Budding by Blocking the Interaction of PTAP/TSG101; Tumor susceptibility gene 101 protein (Homo sapiens), Q99816; Fluorescence polarization, FITC-PTAP peptide / Tsg101 binding; Potency, µM (titrated, usually from 115 µM), without a hit: at the highest dose activity change, negative = inhibition, actives largely listed as inhibitors; 340,000 tested, under 10 active; AID 493005, 2010; active means well fitted inhibition curve with a large enough effect in the main read-out, with a control signal flat, not every such curve was filed as active; inconclusive means small, poorly fitted or top-dose-only effect, or effect the other way, or a change in a side signal; inactive means no such curve, though single readings can be large or run the other way; further: potency means the concentration at half of the fitted maximal effect; % of control where 0% means no effect
# Target sequence (Q99816 whole entry, looked up): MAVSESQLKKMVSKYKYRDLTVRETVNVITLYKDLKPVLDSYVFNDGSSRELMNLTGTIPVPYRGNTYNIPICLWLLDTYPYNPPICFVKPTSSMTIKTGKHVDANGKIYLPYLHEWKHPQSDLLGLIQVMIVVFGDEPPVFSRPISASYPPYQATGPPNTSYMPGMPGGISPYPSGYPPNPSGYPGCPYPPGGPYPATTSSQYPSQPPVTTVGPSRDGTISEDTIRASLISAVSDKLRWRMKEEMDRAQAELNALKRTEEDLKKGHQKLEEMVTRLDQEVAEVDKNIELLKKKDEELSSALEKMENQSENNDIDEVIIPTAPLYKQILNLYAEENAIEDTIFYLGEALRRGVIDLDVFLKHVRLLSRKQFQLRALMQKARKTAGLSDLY
#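 Tsg101 binding domain (10 uM final) was mixed with compound and a FITC-labeled PTAP peptide (50 nM final) in HEPES pH 7.5 buffer with NaCl, Tween 20, EDTA and TCEP; fluorescence polarization was read after 20 min at r.t.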
# BCR signal inh = qHTS Assay to Find Inhibitors of Chronic Active B-Cell Receptor Signaling. ABC-DLBCL IkBa-CBG/CBR reporter, luminescence ratio, 4 h. Potency, µM (series often up to 46.1 µM), inactives show top-dose ratio change, negative = lower green/red ratio, hits mostly inhibitors. hit rate 0.05% among 340,000. AID 493014, 2011; active means well fitted inhibition curve with a large enough effect in the signal ratio, with a control signal flat, not every such curve was filed as active; inconclusive means small, poorly fitted or top-dose-only effect, or effect the other way, or a change in a side signal; the % refers to the signal ratio;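 further: potency means the concentration at half of the fitted maximal effect; plate controls were basal doxycycline-induced cells for no effect and cells given 10 µM MG132 for full effect; MG132 reads +100%, hits lower the ratio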
#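 Cell line TMD8 (human ABC DLBCL), stably expressing tet-inducible CBG68-IkBa fusion and CBR; IMDM/0.5% FBS; cpd up to 46 uM; dox induction, 4 h, 37C/5% CO2; dual luminescence; green/red ratio; MG132 control.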
# Giardia killer = Small Molecules that selectively kill Giardia lamblia: qHTS; Giardia lamblia trophozoite viability; activity change, % at 7.66 µM, hits read low; hit rate 0.15% among 340,000; in the data active means activity change below about -80%; inconclusive means between about -30% and that limit;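 further: parasites exposed to compound for two days anaerobically before the ATP read; on the % scale 0 is the no-effect control and ±100 the full control effect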
#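 Killing of trophozoites was scored by loss of ATP luminescence after a 48 hrs anaerobic exposure to compounds at 37 deg C, using 100 cells per well.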
# FBPA coupling cs = qHTS Assay for Inhibitors of Fructose-1,6-bisphosphate Aldolase from Giardia Lamblia: Coupling assay counterscreen | coupling enzyme system counterscreen, AmpLite Red fluorescence | activity change, negative = inhibition, % at 58.2 µM, hits read low | hit rate 0.67% among 290,000; in the data active means activity change below about -30%; further: on the % scale 0 is the no-effect control and ±100 the full control effect
#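 Counterscreen lacking aldolase: glyceraldehyde-3-phosphate coupling-enzyme reagent preincubated 10 min at RT with compound (at 57.5 uM final), then substrate/coupling system with AmpLite Red added; fluorescence read at 525/598 nm after 20 min RT.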
# Integrin act MD = qHTS for Activators of Integrin-Mediated Alleviation for Muscular Dystrophy. alpha7betagal myoblasts, beta-gal FDG fluorescence, 48 h. Potency, µM (titrated, usually from 38.3 µM), inactives show at the highest dose activation, hits mostly activators. hit rate 0.064% among 350,000. AID 624291, 2012;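 further: potency means the concentration at half of the fitted maximal effect; 100% = response of the positive control SU9516; nearly all actives have a fitted effect of over 60% in size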
#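 Alpha7betagal+/- myoblasts (passage 13) were plated 16-24 hr, then exposed to compounds (1:260 dilution of DMSO stock) for 48 hours at 37C. After MPER lysis, β-galactosidase reporter activity was read as FDG fluorescence (ex 480/em 540) after 30 minutes.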
# Active calls of the source: *; ? = inconclusive; . = not tested or not shown; [ ] = remark or other dose. Unless noted, the call rests on the fitted dose curve; in most records, active means well fitted curve in the direction sought with a large enough effect; inconclusive means small, poorly fitted or top-dose-only effect, or another doubt; inactive means no such curve, though single readings can be large; an effect the other way counts as inactive or inconclusive. Some of the compounds tested. The share of hits here may be higher or lower than overall.
SMILES,Tb PFK inh,GALK inh,ASM inhibitor,Menin-MLL TR inh,PKM2 activator,B2AR arrestin,TSG101-PTAP inh,BCR signal inh,Giardia killer,FBPA coupling cs,Integrin act MD
CCOC(=O)c1ccc(NC(=O)CN2CCN(C(=O)c3ccco3)CC2)cc1,10%,-8%,2%,.,-4%,0.0%,-3%,5%,4,.,8%
COC(=O)C(CC(C)C)NC(=O)c1ccc([N+](=O)[O-])c(C)c1 (stereo unspecified),-3%,2%,3%,5%,-11%,-1.2%,-2%,9%,9,4,19%
Cn1cnc2c(N/N=C/c3cccs3)ncnc21,2%,7%,1%,.,-17%,-0.1%,-3%,?,4,0,5%
CCCCn1c(N)c(N(CC(C)C)C(=O)CN(C)S(=O)(=O)c2ccc(NC(C)=O)cc2)c(=O)[nH]c1=O,-4%,.,5%,.,.,-0.1%,-5%,-2%,-1,.,4%
Cc1nc2c(=O)n(C)c(=O)n(C)c2nc1Cl,-15%,0%,4%,5%,0%,-0.3%,-1%,?,6,-1,-39%[inhibitor]
O=C(N/N=C\c1cc(Br)cs1)c1ccncc1,1%,-2%,0%,.,4%,-0.7%,-2%,0%,?,-1,-28%
O=[N+]([O-])c1ccc2nc(CCCO)[nH]c2c1,0%,-1%,-11%,-2%,?,-1.1%,-2%,?,20,0,1%
O=C(c1ccc[nH]c1=S)N1CCN(S(=O)(=O)c2ccc(Br)cc2Cl)CC1,-12%,0%,1%,46%[activator],?,-0.2%,-7%,-4%,-17,0,-10%
CN1CCN(CCCN(Cc2ccco2)C(=S)Nc2ccc(Cl)cc2)CC1,-3%,1%,-3%,-5%,-5%,0.1%,-5%,0%,10,0,25%
CSc1ccccc1NC(=O)c1cccs1,1%,2%,0%,16%,-2%,0.0%,0%,?,-16,-3,19%
COc1ncnc2c1N[C@@](C)(O)c1c(F)c(F)c(F)c(F)c1S2,0%,-3%,-1%,-8%,-3%,-0.3%,-3%,0%,1,1,-22%
O=C(Cc1ccc([N+](=O)[O-])cc1)OCc1ccc([N+](=O)[O-])cc1,-8%,0%,-3%,12%,0%,-0.3%,-4%,15%,-3,1,-2%
O=C(COC(=O)c1ccc(Cl)cc1O)NCCN1C(=O)CSC1=O,1%,1%,4%,.,3%,-0.1%,-7%,1%,-14,4,42%
O=C(O)CCC(=O)NNc1nc(-c2ccccc2)c2cc(Cl)ccc2n1,-1%,3%,0%,-12%,.,0.3%,-9%,0%,-2,7,4%
CC(C)c1ccc(NNC(=O)C2CCC2)cc1,0%,.,1%,.,-4%,-0.4%,-3%,1%,25,-1,-54%[inhibitor]
CN1CCN(C(=O)CN(C)S(=O)(=O)c2cc(Cl)ccc2Cl)CC1,0%,11%,20%,-11%,.,-0.6%,-7%,-5%,1,2,1%
CN1CCCC(CC2c3ccccc3Sc3ccccc32)C1 (stereo unspecified),-4%,.,3%,.,.,-0.1%,-3%,?,-10,.,.
Cc1cc(C)cc(NC(=O)Cn2c(=O)oc3cc(S(=O)(=O)N4CC(C)CC(C)C4)ccc32)c1 (stereo unspecified),5%,3%,0%,-5%,-5%,-0.5%,-4%,9%,4,2,-7%
Cc1ccc(-c2cc(C(=O)Nc3ccncc3)c3ccccc3n2)cc1,-3%,.,0%,.,.,3.8%,0%,4%,19,.,-2%
Cc1c(C(=O)O)oc2c3c(ccc12)OCCO3,0%,-5%,1%,-3%,0%,-0.7%,-1%,?,-15,-4,-6%
CCOc1ccc2nc(NS(=O)(=O)Cc3ccccc3)sc2c1,-3%,2%,-5%,6%,3%,-0.6%,-7%,7.3µM*,-6,3,6%
COc1ccc(OC)c(N2C(=O)CC(NNC(=O)c3ccc4c(c3)OCO4)C2=O)c1 (stereo unspecified),8%,.,2%,.,.,-0.5%,-1%,-13%,0,.,8%
C[C@@H](NC(=O)c1nc[nH]c1C(=O)OCc1ccccc1)c1ccccc1,0%,.,4%,.,.,0.1%,-1%,-1%,8,.,21%
CCN1CCN(C(=O)c2ccc(Cn3c(=O)[nH]c4cc(OC)c(OC)cc4c3=O)cc2)CC1,-9%,4%,-3%,-5%,-7%,0.1%,-7%,-13%,7,-1,-23%
CCn1cc(C(=O)N2CCN(Cc3ccc4c(c3)OCO4)CC2)c2cc(OC)c(OC)cc2c1=O,0%,-1%,-1%,1%,-3%,0.1%,-2%,-8%,-6,0,-5%
Cc1cc(C)c(C(=O)COC(=O)c2cc([N+](=O)[O-])ccc2NCCO)cc1C,0%,-3%,-16%,?,10%,-0.3%,-1%,3%,1,-1,29%
CCN(CC(=O)Nc1ccc(NC(C)=O)cc1)C(=O)c1ccccc1CCc1ccccc1,-11%,.,-4%,.,.,0.1%,0%,14%,-13,.,15%
O=C(c1ccco1)N(Cc1ccco1)Cc1cc2ccccc2[nH]c1=O,1%,5%,1%,-3%,.,-0.6%,-4%,-2%,24,5,-26%
Cc1oc(-c2ccc(Cl)cc2)nc1CN1CCC(C(=O)N2CCc3ccccc3C2)CC1,2%,1%,-9%,?,9%,0.1%,2%,12%,-19,0,3%
CCOC(=O)C(CC)/C(C)=N/NC(=O)c1ccccc1[N+](=O)[O-] (stereo unspecified),-8%,-1%,4%,-2%,1%,-0.3%,-1%,?,3,2,5%
CCOc1ccc(CCNC(=O)c2cccs2)cc1OCC,1%,5%,6%,-13%,-9%,0.3%,-4%,-1%,19,0,-24%
COc1ccccc1NC(=O)Nc1ccnn1Cc1cccs1,2%,3%,-3%,4%,-14%,0.4%,-3%,1%,-6,-3,11%
Cc1ccc(C2CC(c3ccccc3Cl)n3nc(N)nc3N2)cc1 (stereo unspecified),5%,1%,4%,-4%[11.7 µM],1%,0.5%,0%,2%,23,-3,-7%
Cc1ccc(-n2c(-c3ccccc3)c[n+]3c2CCC3)cc1,-9%,4%,-3%,-7%,-7%,-0.1%,-2%,-4%,-8,2,-15%
O=C(NNc1nc2c(F)cc(F)cc2s1)C1=COCCO1,3%,5%,-2%,4%,-30%,0.1%,0%,5%,5,1,4%
CCc1ccc(NC(=O)C(=O)c2ccccc2NC(C)=O)cc1,-5%,.,-2%,.,.,0.0%,-5%,-1%,-2,.,10%
COc1ccccc1C(=O)NC1CCN(C(=S)NCCc2ccccc2)CC1,5%,-3%,2%,12%,3%,0.0%,1%,-14%,13,-3,-13%
CC(=O)Nc1ccc(NC(=O)CSc2nccn2Cc2ccccc2)cc1,-2%,2%,0%,-7%,-3%,0.1%,-3%,-8%,3,4,-6%
CC(C)[C@@H](C(=O)N1CCN(C(=O)OC(C)(C)C)CC1)n1cc(CCO)nn1,5%,-3%,4%,20%,0%,0.2%,-4%,12%,-4,6,-18%
Cc1cccn2c(=O)c3cc(C(N)=S)c(=N)n(CCCOC(C)C)c3nc12,?,1%,125%[activator],1%,0%,-0.3%,-5%,7%,-14,-3,2%
Cc1cc(C(=O)N/N=C/c2c(C)nn(-c3ccccc3)c2Cl)n[nH]1,0%,-2%,4%,.,-5%,0.4%,0%,-7%,-1,-2,6%
Cc1cc(C)cc(NC(=O)CSc2nnc(CN3CCOCC3)n2C)c1,-15%,-1%,10%,7%,-3%,1.3%,0%,-1%,11,-1,8%
Cc1cccc(N(C)c2cc(C)nc3nc(C)nn23)c1,3%,1%,0%,5%,22%,0.1%,-10%,-20%,-6,1,?
O=S(=O)(NC1CCCCC1Nc1ccccc1)c1ccccc1 (stereo unspecified),0%,1%,-3%,4%,8%,0.0%,0%,4%,-2,-1,?
Cn1cccc1Cc1nnc(SCC(=O)N2CCCCCC2)n1-c1ccc(F)cc1,2%,3%,0%,?,1%,0.3%,-4%,?,-6,3,5%
